Assay outcomes from PubChem.
CHRM1 agonist – activates human CHRM1 receptor; P11229; CHO-K1 hM1, Fluo-8 calcium fluorescence, agonist mode; 0% DMSO, 100% acetylcholine EC100; activation, % at 3 µM; hit rate 0.33% among 360,000;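 active = activation above the run's mean compound activation plus 3 SD, cut at about 16% in these data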;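 note: peak over basal fluorescence ratio within a 140 s kinetic read after compound addition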
M1 PAM parental – counter-screen for M1 PAMs: effect in parental CHO-K1 cells; ATP EC20, Fluo-8 calcium fluorescence; 0% at ATP EC20, 100% at ATP max; activation, % at 3 µM; hit rate 0.02% among 360,000;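 active = activation above the run cutoff, the mean activation of all test compounds plus 3 SD, cut at about 40% in these data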;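 note: peak over basal fluorescence ratio in a 140 s read after ATP addition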
OXTR potentiate – potentiators of human oxytocin receptor | hit rate 0.061% among 320,000 | P30559 | activation, % at 3 µM | CHO-OTR cells, Fluo-8 calcium fluorescence, potentiator mode; 0% = oxytocin EC15, 100% = EC100;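 active = activation above that plate's cutoff, the mean activation of tested compounds plus 3 SD, cut at about 6.6% in these data, passing the limit was not always enough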;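 note: 100% uses oxytocin at 75 nM as the full agonist control; some results filed as inactive read as strong as hits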
Target sequence (P30559 whole entry, looked up): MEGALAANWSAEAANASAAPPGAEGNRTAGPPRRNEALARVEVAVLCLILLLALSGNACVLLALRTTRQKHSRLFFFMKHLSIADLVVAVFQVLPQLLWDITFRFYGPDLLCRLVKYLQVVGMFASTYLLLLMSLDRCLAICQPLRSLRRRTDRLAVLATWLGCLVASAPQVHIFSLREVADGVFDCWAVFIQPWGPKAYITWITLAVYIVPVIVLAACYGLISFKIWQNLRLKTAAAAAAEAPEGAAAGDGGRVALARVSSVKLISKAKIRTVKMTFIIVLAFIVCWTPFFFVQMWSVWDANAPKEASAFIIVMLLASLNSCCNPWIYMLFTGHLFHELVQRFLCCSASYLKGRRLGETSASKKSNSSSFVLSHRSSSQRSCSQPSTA
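Assay system: CHO cell line stably expressing human OTR | Also added: Oxytocin at about EC15, sub-maximal agonist stimulus | Times: Compound 6 min at room temperature before oxytocin, 100 s read | Measured by: Fluo-8 intracellular calcium fluorescence, ex 470-495, em 515-575 nm | Controls: EC15 oxytocin alone as 0%, 75 nM oxytocin as 100%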
TAAR1 agonist – agonists of human TAAR1 | CHO RD-HGA16 TAAR1, Fluo-8 calcium fluorescence; vehicle wells 0%, saturating PEA agonist 100% | hit rate 0.99% among 360,000 | Q96RJ0 | activation, % at 3 µM;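 active = activation above the mean activation of all test compounds in the run plus 3 SD, cut at about 38% in these data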
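System: CHO RD-HGA16 cells carrying human TAAR1 plus Gα16; Incubation: 17-24 h seeding, 75 min 37 °C dye, 30 min RT; Measured by: Fluo-8 fluorescence, 5 s baseline then 140 s kinetic read; Control set: DMSO and PEA EC100; Replication: single well for each compound.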
V1aR counter – counter-screen for oxytocin receptor agonists: human V1a receptor agonists; CHO-V1R cells, Fluo-8 calcium fluorescence, agonist mode; 0% DMSO, 100% 3 nM vasopressin; activation, % at 3 µM; hit rate 0.25% among 320,000; AID 2797;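 active = activation above the mean activation of all tested compounds plus 3 SD, per screening run, cut at about 20% in these data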;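 note: signal is peak over basal fluorescence ratio across a 100 second FLIPR read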
Target sequence (P37288 whole entry, looked up): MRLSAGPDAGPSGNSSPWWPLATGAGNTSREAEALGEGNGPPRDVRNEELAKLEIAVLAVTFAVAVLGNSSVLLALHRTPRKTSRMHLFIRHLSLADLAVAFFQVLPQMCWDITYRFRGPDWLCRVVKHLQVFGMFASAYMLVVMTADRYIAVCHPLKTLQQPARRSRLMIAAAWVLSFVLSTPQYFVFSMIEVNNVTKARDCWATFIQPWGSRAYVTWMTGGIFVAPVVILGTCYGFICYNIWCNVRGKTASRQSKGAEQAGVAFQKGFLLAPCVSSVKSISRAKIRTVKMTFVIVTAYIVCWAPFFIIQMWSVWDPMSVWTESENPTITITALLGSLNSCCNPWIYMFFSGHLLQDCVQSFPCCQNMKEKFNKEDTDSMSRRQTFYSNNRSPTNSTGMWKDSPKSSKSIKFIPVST
M1 ag parental – M1 agonist counterscreen hit in parental CHO-K1 cells; Fluo-8 calcium fluorescence; scaled to maximal ATP response, vehicle zero; activation, % at 3 µM; hit rate 0.48% among 360,000; AID 602248; in the data active = activation above about 15%;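 note: untransfected CHO-K1 host cells lacking M1 receptor as counterscreen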
CHO parental Ca – counter-screen: ATP calcium response change in parental CHO cells. parental CHO-K1, ATP-induced calcium, Fluo-8 fluorescence. hit rate 0.63% among 330,000. inhibition, % at 5.6 µM;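 active = inhibition above that plate's mean sample inhibition plus 3 SD, cut at about 26% in these data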;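 note: 0% = ATP-challenged DMSO wells and 100% = DMSO wells without ATP; some compounds past the cut are filed as inactive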
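Test system: untransfected parental CHO cell line. Compound: one dose, 5.6 µM nominal. Detection: intracellular calcium via Fluo-8 no-wash fluorescent dye. Measure: % inhibition. Benchmarks: ATP-challenged DMSO wells low, unchallenged DMSO wells high.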
CHO-K1 Ca antag – counter-screen for M1 antagonists: effect in parental CHO-K1 cells | ATP-induced calcium, Fluo-8 fluorescence | inhibition, % at 3 µM | hit rate 0.6% among 360,000 | AID 602250;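 active = inhibition above a per-plate cutoff, the plate's mean sample inhibition plus 3 SD, cut at about 24% in these data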;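 note: 0% = DMSO plus EC80 ATP and 100% = DMSO alone without ATP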
TAAR1 antag – antagonists of human TAAR1; Q96RJ0; CHO RD-HGA16 TAAR1, Fluo-8 calcium fluorescence, antagonist; inhibition, % at 3 µM; hit rate 1.5% among 360,000;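 active = inhibition above a per-plate cutoff, the mean inhibition of test compounds on that plate plus 3 SD, cut at about 49% in these data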;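 note: 0% = DMSO plus EC80 beta-PEA response and 100% = DMSO alone without agonist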
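Test system – hTAAR1-expressing CHO RD-HGA16 cells, Gα16-coupled · Reagent – β-PEA at EC80 concentration, post-compound challenge · Compound dosing – 3 µM, single point · Timing – 140 s kinetic read after compound, 140 s after agonist · Detection – Fluo-8 intracellular calcium dye fluorescence, real-time kinetic reads · Control set – DMSO and EC80 PEA controls · Repeats – n of 1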
* marks the source's active call; other numbers are inactive results; . = not tested or not shown.

Structure	CHRM1 agonist	M1 PAM parental	OXTR potentiate	TAAR1 agonist	V1aR counter	M1 ag parental	CHO parental Ca	CHO-K1 Ca antag	TAAR1 antag
CCOc1ccccc1NC(=O)N1CCC(NC(=O)c2cccc(C)c2)CC1	-2.1	18.8	-17.2	2.2	-0.5	2.0	0.4	-14.9	9.8
O=C(NCCN1CCOCC1)c1cc(=O)[nH]c2ccc(Br)cc12	-0.1	12.2	-16.1	10.8	0.7	0.4	5.1	-5.5	-15.0
COC(=O)Nc1nnc(SCc2ccc(C)cc2)s1	2.5	7.3	-22.6	17.3	5.1	1.1	-12.1	-0.3	12.7
C=CCn1cccc(C(=O)Nc2ccc(N(C)C)cc2)c1=O	-3.5	1.9	-10.3	1.0	0.6	4.9	-12.7	-4.5	-1.6
CCc1ccc(/C=C2\SC(=S)N(CCCC(=O)NCCCN3CCOCC3)C2=O)cc1	5.1	8.1	.	0.4	.	2.6	.	-3.9	-0.2
O=C(CSc1n[nH]c(-c2ccccc2Cl)n1)NCc1cccc(C(=O)O)c1	-4.7	8.4	-9.9	0.3	0.0	-0.3	-9.7	-6.2	2.4
CCOc1ccc(S(=O)(=O)N2CCN=C2c2ccccc2)c(C)c1C	-2.2	-0.8	-10.0	-3.0	-0.6	0.2	-17.6	-3.0	-4.1
NNC(=O)CSc1cccc2cccnc12	-3.9	-6.7	-5.6	5.9	-0.6	-0.1	-10.6	9.5	-19.3
CCNc1nc(-c2cc3ccccc3o2)cs1	-4.6	13.9	-8.4	-0.8	-0.7	0.0	-17.6	-7.4	-5.8
N#CCCN1CCN(S(=O)(=O)c2ccc(S(=O)(=O)NC3CCCCC3)cc2)CC1	-3.2	21.0	4.1	0.7	3.1	1.0	1.4	-7.0	-0.7
COc1cccc(-c2ncc3ccccn23)c1	-4.7	12.4	1.4	10.1	-0.5	0.4	-12.2	-0.7	-14.1
CC(=O)OCC(=O)C1=CCC2C3CCC4=CC(=O)C=CC4(C)C3(F)C(OC(C)=O)CC12C (centres undefined)	-6.1	4.2	-9.0	6.0	0.2	-0.2	2.0	6.7	6.7
Cc1onc(-c2ccccc2)c1C(=O)NC(C)c1ccccc1 (centres undefined)	-3.5	-11.8	-7.0	1.1	0.3	0.2	-9.7	1.7	-10.6
CC(C)(C)C1CCc2[nH]nc(C(=O)O)c2C1 (centres undefined)	-3.3	16.6	-0.9	2.9	0.4	1.2	3.5	-14.7	-12.4
CCCCCC(=O)Nc1c(-c2cccs2)c(=O)c2ccccc2n1C	-0.7	-3.5	-2.5	-1.1	-0.9	0.8	-10.5	-6.5	-8.0
COc1ccc(NS(=O)(=O)c2cccc(C(=O)Nc3ccccc3C(=O)O)c2)cc1	-4.1	-12.9	-1.6	0.1	0.9	-0.8	2.3	-1.8	-44.7
CNCC(=O)N1CCN(c2ncc(C(F)(F)F)cc2Cl)CC1	-9.1	-9.9	-5.7	10.7	0.6	0.4	-8.7	6.9	1.2
O=C(Nc1ccccc1C(=O)Nc1ccc(Br)cn1)c1cccc([N+](=O)[O-])c1	-3.8	11.8	-17.1	4.0	1.1	0.6	-2.8	-9.1	-19.7
CSc1ccc(NS(=O)(=O)c2ccc(-n3cnnn3)cc2)cc1	1.3	4.6	-14.5	10.3	10.2	5.2	4.4	6.5	-2.6
CCOc1ccc(Oc2ccccc2NC(=O)CSCC(=O)Nc2cc(C)on2)cc1	-0.9	-14.2	-15.8	-1.0	4.1	8.2	8.0	8.7	12.4
CC1=CC(C)(C)N(C(=O)C(C)N2C(=O)c3ccccc3C2=O)c2ccc(C)cc21 (centres undefined)	-3.6	-5.1	-5.2	9.4	-0.7	0.0	-16.5	5.3	6.8
Cc1ccc(NC(=O)N(O)C2CCCCC2C#N)cc1 (centres undefined)	-0.3	17.7	.	0.5	.	0.7	.	-6.7	10.6
CC(C)NC(=O)c1onc(CSc2nc3ccccc3[nH]2)c1C(=O)NC(C)C	-3.8	-15.0	-9.6	5.0	-0.2	-0.3	2.5	18.8	-1.4
O=C(c1cccc(S(=O)(=O)N2CCOCC2)c1)N1CCC(Cc2ccccc2)CC1	-5.8	2.4	-7.7	12.2	4.4	3.7	-18.5	-23.3	-15.1
Cc1cc(C(=O)NNc2c(Cl)cccc2Cl)no1	-3.0	-5.5	3.3	0.6	0.3	-0.1	-8.2	1.0	-4.9
CC(=O)NC(c1cccc(F)c1)c1nc(/C=C/c2ccccc2)cs1 (centres undefined)	-3.7	20.5	.	7.3	.	2.1	.	-12.7	-6.9
O=c1cc(C(F)(F)F)[nH]c2ccc(C(F)(F)F)cc12	8.3	-16.8	-14.5	15.6	15.0	13.7	4.5	3.0	-3.7
O=c1[nH]c(NCCCO)nc2c1C1(CCCC1)Cc1ccccc1-2	-1.3	0.7	-9.0	19.5	1.6	0.5	-7.4	-9.4	-15.7
Cc1nc2c(cc1NC(=O)C(C)(C)C)nc(C)n2Cc1ccccc1	-1.1	9.4	1.0	0.9	-0.2	0.8	-4.6	-20.9	-2.1
O=C(O)c1ccc2c(c1)C(=O)/C(=C/c1ccccc1)C2=O	-3.7	4.1	-5.6	4.0	2.1	0.1	-4.7	-2.8	-8.9
Cn1c(=O)cc(OCC(=O)NCc2ccccn2)c2ccccc21	-6.7	-4.2	-9.8	15.0	-0.5	-0.5	-17.6	7.0	-6.8
COc1ccc(C2C(C#N)=C(N)OC3=C2C(=O)CCC3)cc1OC (centres undefined)	-9.0	27.3	-2.3	5.0	0.8	4.5	-7.0	-2.9	9.2
CC(=O)OC(C(=O)NCc1ccc(F)cc1)c1ccccn1 (centres undefined)	-2.8	1.1	-17.2	0.2	0.6	-0.3	-5.4	-0.1	-19.6
COc1ccc(/C=N/NC(=O)Cc2csc(Nc3cccc(C(F)(F)F)c3)n2)c(OC)c1	-1.9	4.3	-31.8	2.5	0.0	-0.3	-26.5	-5.3	12.8
CCC(c1nnnn1CS(=O)(=O)c1ccc(C)cc1)N1CCN(c2nc3ccccc3s2)CC1 (centres undefined)	-3.6	1.2	0.8	6.7	0.6	-0.3	-13.0	-9.5	-13.7
C/C(=N\N1CCN(c2ccc(Cl)cc2)CC1)c1cccc([N+](=O)[O-])c1	-8.9	18.3	-4.6	0.2	-0.1	0.7	-10.2	-8.6	-15.2
CC(=O)n1c(=O)c2ccccc2c(=O)n1-c1ccccc1	-5.7	2.2	-7.9	1.7	0.0	0.6	-2.3	5.0	-20.0
COCCNC(=O)c1ccc2c(=O)n(Cc3ccco3)c(SCC(=O)Nc3ccc(OC)cc3OC)nc2c1	-3.4	3.4	-2.1	0.9	1.6	0.1	-3.9	-4.4	-3.2
COc1cc2ccccc2cc1C(=O)Nc1ccc(Cc2ccncc2)cc1	-0.6	7.4	-8.7	18.7	4.8	5.9	38.2*	10.3	41.2
Cc1cc(=O)[nH]c(-n2[nH]c3c(c2=O)CCCC3)n1	-0.3	-2.0	-12.7	13.6	3.8	0.6	4.3	-8.9	-5.5
O=[N+]([O-])c1ccc(O)c(C=Nc2ccc3c(c2)OCO3)c1	-2.0	-7.2	-4.2	2.9	1.5	0.5	-12.0	0.6	-37.4
CC(C)(C)n1ncc2c(=O)n(CC(=O)N3CCCCCC3)cnc21	-4.1	11.8	-7.0	4.9	0.8	0.4	-11.2	3.0	-4.0
CC(c1ccccc1)N1CCC(CNC(=S)Nc2cccc(Cl)c2)C1 (centres undefined)	-2.4	9.7	-16.3	32.0	16.5	7.0	21.9	-5.7	1.5
OC(c1ccccc1)(c1nc(-c2csc3ccccc23)cs1)C(F)(F)F (centres undefined)	-4.4	16.3	.	1.9	.	0.6	.	-17.4	-0.4
Cc1ccc(NC(=O)CN2C(=O)COc3ccc(C)cc32)nc1	-4.1	16.5	-6.2	13.8	0.2	1.2	-9.9	-8.3	3.7
COc1ccc(-c2nc3c(n2O)CCCC3=O)cc1OC	-0.7	16.5	-4.9	3.4	-0.4	0.2	-5.2	-8.8	-6.2
NS(=O)(=O)c1ccc(Nc2ccccc2)c([N+](=O)[O-])c1	1.1	-3.2	-10.9	2.0	4.3	1.9	1.8	-14.7	-17.5
Cc1ccc2cccnc2c1N	-4.7	13.7	-0.7	-0.3	0.6	0.8	-1.9	-9.8	-13.4
CC1=CCC(C(=O)N/N=C/c2cccs2)C(c2ccc(F)cc2)C1 (centres undefined)	1.1	47.8*	-12.4	10.9	-0.3	0.5	-39.6	-14.0	23.3
Cc1nc2c(ncn2-c2ccccc2)c(=O)n1NC(=O)CN1CCN(C)CC1	-3.9	-6.9	-0.6	16.1	0.4	3.6	-20.4	5.7	-15.5
Cn1c(=O)oc2cc(S(=O)(=O)N3CCCC(C(=O)NCc4ccc5c(c4)OCO5)C3)ccc21 (centres undefined)	-2.8	15.6	-2.6	2.2	1.1	0.2	-2.4	-9.7	-12.7
COc1ccc(C(=O)OCC(=O)c2ccc(F)cc2)cc1OC	-5.2	6.2	1.7	-0.1	0.2	0.7	-17.4	-8.0	-8.7
CCOC(=O)C(CC)Sc1nnc2cc(C)c3ccccc3n12 (centres undefined)	-2.1	5.4	-8.2	12.3	-1.1	0.1	-16.8	-3.7	-5.2
Cc1cc(C)n(CCC(=O)N2c3ccccc3CC2C)n1 (centres undefined)	-4.3	6.2	-8.1	-0.1	0.4	1.5	-13.5	-9.7	-10.6
COc1ccc(N2CCN(CCNC(=O)CCN3C(=O)COc4ccccc43)CC2)cc1	-6.0	15.1	0.0	8.3	-0.5	13.0	-3.1	1.2	-8.8
O=C(Nc1ccccc1-c1ccccc1)c1cccs1	-2.6	2.8	7.2	4.9	-0.8	0.5	-19.1	-3.5	-19.1
CC(=O)N/N=C/c1cc(C)n(-c2ccc(Br)cc2)c1C	-10.2	11.1	-3.4	1.6	-0.9	0.7	-8.8	-5.3	36.4
Cc1ccc(Cl)cc1-c1cc(C(=O)NCc2cccc(Cl)c2)[nH]n1	-3.0	4.6	.	3.4	.	3.4	.	-12.8	21.8
